Rin1-Abl PPI inh: human Rin1-Abl interaction inhibition | P00519+Q13671 | inhibition, % at 7.35 µM | TR-FRET Rin1/Abl binding, biochemical | 0.4% of 360,000 active; in the data active means inhibition above about 5%, passing the limit was not always enough
eLon inh: inhibitors of E. coli Lon protease. 0.42% of 360,000 active. inhibition, % at 7.94 µM. purified E. coli Lon protease, fluorescence polarization. AID 602123; in the data active means inhibition above about 13%, passing the limit was not always enough;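 further: 0% = enzyme with probe and DMSO and 100% = no enzyme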
Target sequence (P0A9M0 whole entry, looked up): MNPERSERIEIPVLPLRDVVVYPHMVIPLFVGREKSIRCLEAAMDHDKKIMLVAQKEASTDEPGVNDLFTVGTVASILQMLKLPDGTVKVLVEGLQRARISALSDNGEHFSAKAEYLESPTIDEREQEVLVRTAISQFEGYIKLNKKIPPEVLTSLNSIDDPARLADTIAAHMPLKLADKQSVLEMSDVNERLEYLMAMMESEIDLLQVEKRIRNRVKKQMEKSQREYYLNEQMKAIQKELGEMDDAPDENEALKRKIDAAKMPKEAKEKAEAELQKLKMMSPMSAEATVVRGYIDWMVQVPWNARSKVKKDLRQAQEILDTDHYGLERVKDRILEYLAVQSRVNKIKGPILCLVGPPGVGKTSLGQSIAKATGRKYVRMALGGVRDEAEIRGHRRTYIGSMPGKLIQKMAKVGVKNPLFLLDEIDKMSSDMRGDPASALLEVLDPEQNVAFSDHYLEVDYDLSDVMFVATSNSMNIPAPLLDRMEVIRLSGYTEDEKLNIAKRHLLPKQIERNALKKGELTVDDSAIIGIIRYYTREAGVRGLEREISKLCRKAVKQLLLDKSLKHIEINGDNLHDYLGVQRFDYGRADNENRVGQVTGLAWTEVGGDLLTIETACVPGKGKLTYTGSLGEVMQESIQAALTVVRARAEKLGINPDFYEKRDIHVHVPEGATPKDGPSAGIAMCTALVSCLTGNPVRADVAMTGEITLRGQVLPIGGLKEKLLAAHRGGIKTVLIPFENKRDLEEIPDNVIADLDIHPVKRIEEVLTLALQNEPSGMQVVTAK
MsrA inh: bovine MsrA inhibition; purified bovine MsrA, absorbance read-out; inhibition, % at 15.5 µM; 0.75% of 360,000 active; in the data active means inhibition above about 4.5%;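 further: 0% = vehicle wells with enzyme and 100% = reference inhibitor wells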
CSN deneddyl inh: inhibitors of human CSN-mediated cullin deneddylation; Q92905; Purified CSN, SCF-Nedd8-OG deneddylation, fluorescence polarization; inhibition, % at 12.5 µM; 0.38% of 360,000 active; AID 651999;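 active means pattern-corrected inhibition above about 35%, with an unprinted fluorescence ratio check between 0.5 and 1.5, limit read from the data, passing the limit was not always enough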;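 further: 0% = enzyme with substrate and 100% = substrate without enzyme; some results filed as inactive read as strong as hits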
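Assay system: purified human Csn5 enzyme expressed in HEK293T cells; Input: 0.24 nM Csn5 enzyme, final concentration; Reagent: 10 nM SCFSkp2-Nedd8OG; Compound dosing: 12.5 µM single point; Times: reaction 90 min, room temperature; Technique: fluorescence polarization readout.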
MT1-MMP act inh: inhibitors of human MT1-MMP activation | HT1080 RFP-PRO-GFP cells, GFP/RFP ratio fluorescence, overnight; percent of plate control window, DMSO zero | GFP/RFP ratio change, % at 20 µM | 0.061% of 360,000 active | AID 651647;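 active means GFP/RFP ratio change of at least 30% with cell ATP level not reduced by more than half and red fluorescence within 50% of control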; further: strong numbers were not always called active
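Assay system: HT1080 cells carrying an RFP-PRO-GFP reporter | Dosing: Single dose of 20 µM compound, 1% DMSO final | Incubation: Cells overnight before dosing, compound overnight, 37 °C, 5% CO2 | Evaluation: GFP/RFP fluorescence ratio | Control set: DMSO and RFP-L50D-GFP cell wells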
PABP1 MLLE inh: blocks PAM2 peptide binding to the PABP1 MLLE domain | P11940 | GST-MLLE / FITC-PAM2 fluorescence polarization | inhibition, % at 20 µM | 0.36% of 360,000 active; in the data active means inhibition above about 35%, passing the limit was not always enough;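 further: plate controls were DMSO wells with GST-MLLE for no effect and wells lacking GST-MLLE protein for full effect; some results filed as inactive read as strong as hits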
FAS TE block: blocks the thioesterase domain of human fatty acid synthase | P49327 | recombinant FAS-TE, OMFH fluorogenic substrate, fluorescence endpoint | inhibition, % at 15 µM | 0.67% of 360,000 active;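 active means compounds whose normalised, plate-corrected inhibition of enzyme fluorescence in the single-dose primary screen is 50% or more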;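 further: 0% = DMSO with enzyme and 100% = substrate without enzyme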
Rpn11 block: blocks the human proteasome subunit Rpn11; 0.59% of 360,000 active; O00487; calls only at 20 µM; human 26S proteasome, Ub4-pepOG fluorescence polarization; 20S core pre-blocked with epoxomicin;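 active means inhibition at 20 µM, scaled to each plate's controls, above about 33%, limit read from the data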
MsrA act: activates bovine MsrA enzyme; purified bovine MsrA, absorbance read-out; activation, % at 10.6 µM; 0.3% of 360,000 active; AID 602163; in the data active means activation above about 7.5%;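 further: 0% = vehicle and 100% = reference activator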
The depositor's hits bear a star; i = inactive; / = no result given.

Fields – Rin1-Abl PPI inh	PABP1 MLLE inh	CSN deneddyl inh	MsrA act	FAS TE block	MT1-MMP act inh	MsrA inh	Rpn11 block	eLon inh
O=C(COc1cccnc1[N+](=O)[O-])Nc1cc(S(=O)(=O)N2CCCCC2)ccc1Cl
    -0.2	9.1	0.8	-7.5	4.4	3.9	0.6	i	6.7
CCS(=O)(=O)c1ccc2c(c1)N(S(=O)(=O)c1cccs1)CC(C(=O)O)O2 (stereo not given)
    1.1	-10.0	-0.9	-0.2	-4.5	-0.8	0.3	i	-8.5
Cn1c(N)c(C(=O)CSc2nnc(-c3ccccc3F)n2C2CC2)c(=O)n(C)c1=O
    2.2	-18.1	3.2	-2.8	-2.7	-0.3	-0.6	i	-7.1
Cc1cccc(NC(=O)CCS(=O)(=O)c2cc3c(cc2Cl)NC(=O)CO3)c1
    -0.7	14.1	0.8	2.5	-2.2	0.2	-0.7	i	-7.5
COc1ccc(C2N(c3ccccc3)CCN2c2ccccc2)cc1O
    0.3	1.7	0.5	-3.5	17.7	1.5	0.7	i	0.0
C=CCNC(=O)c1onc(CSc2ccc(C(C)C)cc2)c1C(=O)O
    6.7	11.9	3.6	-0.2	-4.0	0.5	-0.2	i	-2.9
COC(=O)c1cc(=O)n(Cc2ccc3c(c2)OCO3)c(=Nc2ccc(F)cc2)s1
    -5.5	-6.2	7.3	-3.1	4.4	-4.4	0.3	i	7.9
CCN(CC)S(=O)(=O)c1ccc(N2CCCC2)c(NS(=O)(=O)c2ccc([N+](=O)[O-])cc2)c1
    -3.0	6.5	-2.9	-1.0	16.6	1.5	1.2	i	-11.7
CC1(C)SC2c3ccccc3C(=O)N2[C@@H]1C(=O)NCCCN1CCOCC1 (stereo not given in full)
    -0.4	16.5	8.8	-5.4	-7.0	4.0	0.3	i	-1.6
CC(C)(O[C@@H]1O[C@H](CO)[C@@H](O)[C@H](O)[C@H]1O)[C@@H]1CC=C(C(=O)O)CC1
    2.1	-3.2	-1.8	-1.1	-5.2	-0.1	-0.4	i	-5.0
Nn1c(COc2ccccc2)nc2ccccc2c1=O
    1.2	7.1	0.7	-2.7	-4.1	6.4	0.1	i	2.3
Cc1nnc(C)n1/N=C/c1ccc(-c2ccccc2Cl)o1
    -8.7	6.3	4.7	-2.7	-2.4	-0.6	5.2*	i	7.4
CN(C)S(=O)(=O)c1ccc(C(=O)NCC2(N3CCOCC3)CCCCC2)cc1
    1.8	-4.9	0.9	-8.3	-3.1	2.3	0.0	i	-0.6
COC(=O)CC1C(=O)NCCN1C(=O)Nc1ccc(Cl)c(Cl)c1 (stereo not given)
    0.3	-0.2	-4.8	-3.4	-10.1	0.7	-0.6	i	-6.9
O=C(NCCS(=O)(=O)N1CCN(c2ccccc2)CC1)c1ccc2c(c1)OCO2
    2.6	-0.9	7.5	-3.5	0.5	0.4	-0.5	i	0.1

Copied from the list:
Value of `CN(C)S(=O)(=O)c1ccc(C(=O)NCC2(N3CCOCC3)CCCCC2)cc1` in eLon inh: -0.6
Value of `O=C(NCCS(=O)(=O)N1CCN(c2ccccc2)CC1)c1ccc2c(c1)OCO2` in MT1-MMP act inh: 0.4
Value of `CC1(C)SC2c3ccccc3C(=O)N2[C@@H]1C(=O)NCCCN1CCOCC1` (stereo not given in full) in FAS TE block: -7.0
Value of `COC(=O)c1cc(=O)n(Cc2ccc3c(c2)OCO3)c(=Nc2ccc(F)cc2)s1` in Rin1-Abl PPI inh: -5.5
Value of `Cc1nnc(C)n1/N=C/c1ccc(-c2ccccc2Cl)o1` in FAS TE block: -2.4
Value of `COc1ccc(C2N(c3ccccc3)CCN2c2ccccc2)cc1O` in CSN deneddyl inh: 0.5
Value of `Cc1cccc(NC(=O)CCS(=O)(=O)c2cc3c(cc2Cl)NC(=O)CO3)c1` in Rin1-Abl PPI inh: -0.7

The list continues.
Fields – Rin1-Abl PPI inh	PABP1 MLLE inh	CSN deneddyl inh	MsrA act	FAS TE block	MT1-MMP act inh	MsrA inh	Rpn11 block	eLon inh
CNC(=O)c1ccc(NC(=O)C2CCN(S(=O)(=O)c3cccc(C(F)(F)F)c3)CC2)cc1
    1.5	-42.3	1.5	0.1	-9.6	-1.1	0.3	i	-6.6
CCCN(Cc1ccccc1)C(=O)Nc1ccc2c(c1)nnn2C
    -2.8	-9.1	-0.2	-2.6	-3.1	7.0	1.2	i	-0.3
Cc1cc(C(=O)NNC(=O)CCCOc2ccccc2)c(C)o1
    -1.3	4.5	-4.3	-2.3	-4.7	-2.8	0.5	i	-6.0
Cc1ccc(C)n1-c1sccc1C(=O)O
    4.8	45.5*	25.6	-3.4	-2.2	-6.1	/	i	6.4
O=C(Nc1ccnc(-c2cccnc2)n1)c1cccs1
    -1.0	9.7	5.0	-2.8	-0.3	1.1	0.7	i	-4.9
c1ccc(-c2noc(-c3ccncc3)n2)nc1
    -2.7	-9.8	8.5	-3.7	-5.9	3.2	0.7	i	-2.1
COc1cc(CNC(=O)Nc2nc(C(N)CCc3ccccc3)cs2)cc(OC)c1OC (stereo not given)
    4.7	-4.7	-1.4	-7.1	-0.6	2.9	1.7	i	7.3
COC(=O)C[C@H](NC(=O)Cn1cnc2c(NCc3ccccc3)ncnc21)C(=O)OC
    -1.4	6.7	-2.6	-0.5	-11.5	5.2	1.0	i	-11.0
C=C(C)CNC(=S)N/N=C/c1ccc(N2CCOCC2)cc1
    2.4	6.4	-4.0	-6.5	6.6	0.0	6.1*	i	4.9
CCC1C(=O)N=C(SCC(=O)Nc2ccc(C)cc2)N(c2ccccc2)C1=O (stereo not given)
    2.8	31.3	-2.1	0.3	-2.2	2.6	1.2	i	-8.0
CCC(C(=O)NCCC1=CCCCC1)n1nc(C)c2c(C)n(-c3ccccc3)nc2c1=O (stereo not given)
    -1.5	-1.1	-7.5	-0.3	7.7	0.6	-0.8	i	-0.1
COc1cc(CN2CCN(C(C)C)C(CCO)C2)ccc1OCc1ccccc1 (stereo not given)
    -1.7	8.8	3.3	-3.9	-8.5	3.0	-0.1	i	-10.7
CC(=O)Nc1ccc(S(=O)(=O)N2CCC(N(C)CCC(C)C)CC2)cc1
    -3.5	-10.8	10.6	-10.8	-8.1	-5.2	0.0	i	3.2
CCN1CCc2c(sc(NC(=O)c3ccc4ccccc4c3)c2C(N)=O)C1
    -5.2	-57.0	30.9	0.0	-0.8	-26.2	-0.1	/	-160.3
Cc1ccc(C#CC[N+](C)(C)CC#Cc2ccccc2)cc1
    3.7	0.9	-2.0	-3.3	0.4	-5.5	-1.4	i	0.2
Cc1ccc(NC(=S)/N=C(\N)Nc2nc(C)c3ccccc3n2)cc1C
    1.9	12.7	-1.5	-2.9	17.6	-4.4	1.9	i	-5.6
COc1cccc(CNC(=O)CN2c3cccc4cccc(c34)S2(=O)=O)c1
    1.3	-7.4	5.9	-2.9	0.6	9.9	0.1	i	-4.9
Cc1ccc(NC(=O)c2cc(-c3cc(F)ccc3OCC3CCCO3)n[nH]2)cc1NS(C)(=O)=O (stereo not given)
    -0.8	-5.7	5.2	-3.3	9.5	-2.7	-0.9	i	-7.9
COc1ccc(Nc2ccc(S(=O)(=O)N3CCCCC3)cc2[N+](=O)[O-])cc1OC
    -2.3	14.0	-7.5	-3.4	47.4	-2.5	1.1	i	-3.7
COc1cc(C#N)c(NS(=O)(=O)c2ccc3[nH]c(=O)sc3c2)cc1OC
    -1.7	-9.4	-3.0	-3.7	-4.9	0.4	0.3	i	0.6
Cc1occc1-c1nnc(SCC(=O)Nc2nc3ccccc3s2)o1
    -1.7	0.9	0.7	-2.2	-7.7	-2.1	-1.2	i	-10.7
COc1ccc(S(=O)(=O)NCC(=O)Nc2cccc(C)c2C)cc1OC
    4.6	-9.1	0.2	-0.7	-3.7	-0.3	0.0	i	-12.9
O=P(c1ccccc1)(c1ccccc1)C(c1ccccn1)P(=O)(c1ccccc1)c1ccccc1
    0.5	12.1	-1.0	-3.0	1.2	4.4	0.3	i	3.8
CN1CCN(NC(=O)C23CC4CC(CC(C4)C2)C3)CC1
    0.3	-0.3	4.4	-2.8	-5.5	-3.0	-0.4	i	-5.8
Cn1c(=O)c2c(nc(SCc3cccnc3)n2Cc2ccc(F)cc2)n(C)c1=O
    1.9	2.7	3.3	-2.0	2.9	-5.7	0.5	i	1.6
Cc1cc(C(F)(F)F)nn1CC(=O)NCC1CCCO1 (stereo not given)
    0.5	2.5	7.6	-4.0	-9.2	-1.1	2.2	i	-5.9
COc1ccc(NC(=O)c2cccs2)cc1NC(=O)c1ccco1
    -3.2	-2.1	-0.5	-2.8	-9.5	11.5	-0.2	i	3.0
CCN(CC(=O)Nc1ccc2c(c1)OCCO2)C(=O)CC1CCCC1
    0.8	2.1	4.1	-3.6	-7.1	2.6	0.3	i	-8.5
CCN1c2ccccc2N(C)C1(C)c1ccccc1 (stereo not given)
    -6.3	24.0	-12.7	-4.3	5.4	1.9	/	i	27.6
Cn1c(NCc2c[nH]c3ccccc23)nc2ccccc21
    -0.3	-1.2	3.8	-1.4	-4.8	1.9	0.0	i	-12.3
CCN1C(=O)[C@H]2[C@@H](c3ccc(SC4CCCCC4)cc3)N3CCCC[C@@]3(C(=O)OC)[C@H]2C1=O
    1.6	4.5	3.1	-8.8	18.6	0.7	-0.5	i	2.7

Part of the list above, as labelled records:
CCN(CC(=O)Nc1ccc2c(c1)OCCO2)C(=O)CC1CCCC1
- Rin1-Abl PPI inh = 0.8
- PABP1 MLLE inh = 2.1
- CSN deneddyl inh = 4.1
- MsrA act = -3.6
- FAS TE block = -7.1
- MT1-MMP act inh = 2.6
- MsrA inh = 0.3
- Rpn11 block = i
- eLon inh = -8.5
O=P(c1ccccc1)(c1ccccc1)C(c1ccccn1)P(=O)(c1ccccc1)c1ccccc1
- Rin1-Abl PPI inh = 0.5
- PABP1 MLLE inh = 12.1
- CSN deneddyl inh = -1.0
- MsrA act = -3.0
- FAS TE block = 1.2
- MT1-MMP act inh = 4.4
- MsrA inh = 0.3
- Rpn11 block = i
- eLon inh = 3.8
Cc1occc1-c1nnc(SCC(=O)Nc2nc3ccccc3s2)o1
- Rin1-Abl PPI inh = -1.7
- PABP1 MLLE inh = 0.9
- CSN deneddyl inh = 0.7
- MsrA act = -2.2
- FAS TE block = -7.7
- MT1-MMP act inh = -2.1
- MsrA inh = -1.2
- Rpn11 block = i
- eLon inh = -10.7
Cc1ccc(NC(=S)/N=C(\N)Nc2nc(C)c3ccccc3n2)cc1C
- Rin1-Abl PPI inh = 1.9
- PABP1 MLLE inh = 12.7
- CSN deneddyl inh = -1.5
- MsrA act = -2.9
- FAS TE block = 17.6
- MT1-MMP act inh = -4.4
- MsrA inh = 1.9
- Rpn11 block = i
- eLon inh = -5.6

Assay outcomes deposited in PubChem BioAssay by several laboratories.
